High-throughput results (PubChem BioAssay)
aGlu spleen mod = lysosomal alpha-glucosidase (human) modulation; Potency, µM (highest dose often 79.9 µM), inactives show at the highest dose activity change, negative = inhibition, most hits filed as inhibitors; actives 0.006% (n = 240,000); P10253; AID 2112; human spleen homogenate, 4-MU-alpha-glucoside fluorescence;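 note: 0% = enzyme with vehicle and -100% = no enzyme basal signal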
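Human spleen homogenate (1 ug) with 4-methylumbelliferyl-alpha-D-glucopyranoside (1 mM final) in 50 mM citrate/phosphate pH 5.0, 0.01% Tween-20; 40 min at 37 C. Stopped at pH 10; 4-MU fluorescence Ex 365/Em 440 nm; AC50 by Hill fit.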
HTT cytoprotect = cytoprotection in Huntington HTT-Q103 PC12 cell model | PC12 HTT-Q103 induced, cytoprotection, ATP luminescence, 40 h | Potency, µM (series often up to 56.4 µM), without a hit: cytoprotection (ATP increase), actives largely listed as activators | actives 0.14% (n = 230,000) | AID 1471;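 note: % of control where 0% means no effect; nearly all actives have a fitted effect of over 45% in size; toxic huntingtin expression switched on by the ecdysone agonist tebufenozide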
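Compounds were screened for protection of PC12 cells against cell death after tebufenozide induction (100 nM final) of mutant Huntingtin exon 1 (Q103) fused to GFP.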
HttQ103 aggreg = mutant huntingtin aggregation inhibition | Potency, µM (highest dose often 46.1 µM), for the others: at the top dose activity change, negative = inhibition, hits mostly inhibitors | actives 1.1% (n = 220,000) | AID 1688 | PC12 HttQ103-GFP aggregates, Acumen cytometry, 40 h; note: % is set by controls: 0 for no effect and ±100 for the full control effect; nearly all actives have a fitted effect of over 60% in size
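Aggregate formation scored by laser-scanning cytometer (488 excitation, 500–530 emission) in lysed PC12 cells expressing Q103-GFP after 100 nM tebufenozide induction; library tested in dose series, with ATPLite reagent added in the multiplex.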
GAA glycogen = GAA glycogen-cleavage inhibition or activation. P10253. recombinant GAA, glycogen substrate, Amplex Red glucose oxidase fluorescence. Potency, µM (doses to about 76.4 µM), without a hit: top-dose activity change, negative = inhibition, usual class: inhibitors. actives 0.38% (n = 300,000);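 note: 0% = full enzyme reaction and -100% = no-enzyme basal signal; the screen sought inhibitors and activators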
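Recombinant human alpha-glucosidase (4 nM final) hydrolysed bovine liver glycogen (30 ug) for 40 min at 37 C in pH 5.0 citrate/phosphate with 0.01% Tween-20. Released glucose detected by glucose oxidase/Amplex Red, Ex 573/Em 610 nm. Compounds up to 77 uM; AC50 from Hill fits.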
RGS12 GoLoco inh = inhibitors of human Gai1-RGS12 GoLoco interaction (red fluorophore). Gai1:RGS12 GoLoco peptide FP, rhodamine, 10 min. Potency, µM (series often up to 61.6 µM), for the others: at the top dose activity, negative = inhibition, usual class: inhibitors. actives 0.44% (n = 230,000). AID 880; active = well fitted inhibition curve with a large enough effect, not every such curve was filed as active; inactive = no such curve, though single readings can be large or run the other way; note: % is set by controls: 0 for no effect and ±100 for the full control effect; nearly all actives have a fitted effect of over 30% in size; many of its hits are not listed in these tables
Target sequence (P63096 whole entry, looked up): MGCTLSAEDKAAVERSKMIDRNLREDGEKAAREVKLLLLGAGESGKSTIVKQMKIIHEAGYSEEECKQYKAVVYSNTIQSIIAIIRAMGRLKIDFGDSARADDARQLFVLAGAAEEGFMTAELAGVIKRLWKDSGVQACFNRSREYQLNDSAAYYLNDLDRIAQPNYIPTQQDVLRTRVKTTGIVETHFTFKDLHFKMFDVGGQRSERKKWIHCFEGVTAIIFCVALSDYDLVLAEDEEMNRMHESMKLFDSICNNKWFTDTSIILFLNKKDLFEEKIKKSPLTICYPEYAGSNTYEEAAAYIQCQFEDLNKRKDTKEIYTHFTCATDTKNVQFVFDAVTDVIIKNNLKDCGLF
GAA inh = blocks human lysosomal alpha-glucosidase | actives 0.005% (n = 200,000) | P10253 | Potency, µM (titrated, usually from 76.9 µM), for the others: at the top dose activity change, negative = inhibition, actives largely listed as inhibitors | purified human GAA, 4-MU-alpha-glucoside fluorescence;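 note: plate controls were uninhibited enzyme wells for no effect and no-enzyme background for full effect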
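Compounds are titrated up to 77 uM against 4 nM human enzyme. Substrate 4-methylumbelliferyl-alpha-D-pyranoside (400 uM) reacts 20 min at room temperature in pH 5.0 buffer; liberated 4-methylumbelliferone is read at 440 nm.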
IMPase Li cell = IMPase inhibition in cells with lithium potentiation. CHO-M1 cells, IP1 TR-FRET (IP-One), carbachol + lithium. Potency, µM (highest dose often 59.4 µM), for inactives: at the highest dose activity, negative = IMPase inhibition, hits mostly inhibitors. actives 0.35% (n = 210,000). AID 1457;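 note: IP1 builds up when IMPase is blocked and the TR-FRET signal falls; plate controls were basal vehicle for no effect and high inhibitor control for full effect; nearly all actives have a fitted effect of over 50% in size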
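IP1 accumulation measured by competitive TR-FRET in lysed CHO-M1 cells after 30 min compound exposure at 37C, with a small lithium addition to potentiate weak responses. Hill-equation AC50 from ratio and donor-channel data.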
* = called active by the depositor; ? = inconclusive; . = no result given; [ ] = dose if it differs, or a comment. Unless noted, calls come from the whole dose curve; as a rule, active = well fitted curve in the direction sought with a large enough effect; inconclusive = small, poorly fitted or top-dose-only effect, or another doubt; inactive = no such curve, though single readings can be large; an effect the other way counts as inactive or inconclusive. Potency is the fitted concentration of half-maximal effect. A portion of the library (hit frequency here may not be typical).

SMILES | aGlu spleen mod | HTT cytoprotect | HttQ103 aggreg | GAA glycogen | RGS12 GoLoco inh | GAA inh | IMPase Li cell
COc1ccc(N2CCN(C(c3cccs3)C(C)NC(=O)c3ccco3)CC2)cc1 (stereo not drawn) | -3% | -33%[10 µM] | -19% | -14% | -12% | 0% | 3%
Cc1nn(Cc2ccccc2)c(C)c1NC(=O)CSc1n[nH]c(C)c1[N+](=O)[O-] | 0% | 22%[10 µM] | -15% | 10% | 10% | -1% | -2%
Cc1c(Cl)cnc(NC(=O)CSc2nnc(C)n2Cc2ccccc2)c1Cl | -3% | 16% | -7% | 5% | 10% | -1% | 18%[38.3 µM]
Cc1ccc2nc(N/C(=N/S(=O)(=O)c3ccc(F)cc3F)c3ccccc3)sc2c1 | -3% | 12% | -3% | 10% | 8% | -6% | -5%
O=C(O)c1ccc(NC2CC(=O)N(Cc3ccccc3)C2=O)cc1 (stereo not drawn) | 0% | 18% | 17% | -9% | 1% | -5% | -8%
CCOC(=O)c1cccc(NS(=O)(=O)c2c(C)[nH]c(=O)[nH]c2=O)c1 | -3% | -1% | 21% | 4% | 7% | 2% | -10%[38.3 µM]
CCOC(=O)c1c(C)[nH]c(C(=O)N/N=C/c2cccc(OC)c2)c1C | -6% | 7%[10 µM] | -29% | 8% | 20% | 3% | -13%
CC(C)CC(=O)Nc1ccccc1N1CCCC1 | 3% | -21%[10 µM] | -14% | ? | 2% | -4% | 0%
C=CCOC(=O)C1=C(C)NC(SCC(=O)Nc2ccc(C)c(Cl)c2)=C(C#N)C1c1ccco1 (stereo not drawn) | -4% | -16% | -3% | -9% | 8% | ? | -5%[38.3 µM]
Cc1[nH]nc(-c2ccc(O)cc2O)c1-c1nc2ccccc2s1 | -19% | -1% | 34% | -5% | 1% | 0% | -3%
CC(C)CCNC(=O)C(c1ccco1)N(CCCO)C(=O)Cn1nnc(-c2ccc(F)cc2)n1 (stereo not drawn) | 1% | 2%[10 µM] | 12%[9.22 µM] | 16% | 7% | -1% | 5%
Cc1ccc(C2=NN(S(C)(=O)=O)C(c3ccc4nccnc4c3)C2)cc1 (stereo not drawn) | 0% | 0%[10 µM] | -1% | 7% | 23% | 0% | 9%
O=C(Nc1cc(C(F)(F)F)ccc1N1CCOCC1)C1Cc2ccccc2CN1C(=O)c1ccco1 (stereo not drawn) | -1% | 3%[10 µM] | ? | -10% | 7% | -5% | 7%[38.3 µM]
CCN1CCN(S(=O)(=O)c2ccc(OC)c(Br)c2)CC1 | -3% | -4%[10 µM] | 5% | -2% | -9% | -9% | 9%[38.3 µM]
CCn1c(SCC(=O)OC)nnc1-c1c[nH]c2ccccc12 | 3% | 23%[10 µM] | 21%[9.22 µM] | -7% | 7% | . | .
CC(C)CNC(=O)COc1ccc(Sc2ccc(OCC(=O)NCC(C)C)cc2)cc1 | -4% | 0%[1.9 µM] | 6% | 15% | 5% | 1% | 8%
CC(C)OCCCNC(=S)N1CCC(C(=O)c2ccc3c(c2)OCCO3)CC1 | -4% | 16%[10 µM] | 15%[9.22 µM] | 15% | 1% | -3% | -2%
COc1cccc(-c2cc(=O)c3ccc(OC)cc3o2)c1 | -4% | . | . | . | 2% | . | 4%
C[C@H](NC(=O)N1CCc2nc(-c3ccccc3)c3c(c2C1)CO[C@@H](C)C3)c1ccccc1 | 0%[17.4 µM] | 6%[10 µM] | . | . | 5%[14.2 µM] | . | 5%
CN(C)CCOC(=O)C12CC3CC(C1)CC(C(=O)OCCN(C)C)(C3)C2 | -2% | 33%[10 µM] | 6%[9.22 µM] | -2% | -5% | . | .
CC(=O)Nc1ccc(-c2csc(NNC(=O)c3ccccc3)n2)cc1 | -5% | -8% | -5% | ? | 23% | 11% | 4%
Cc1noc(C)c1CSc1ccccc1C(=O)N1CCN(c2ccccc2)CC1 | 4% | 44%[10 µM] | -3% | -3% | 4% | 2% | 22%
COc1cccc(OCc2nc3ncc(Br)cc3[nH]2)c1 | -2% | -97%[inhibitor] | ? | -2% | 7% | -7% | -30%[38.3 µM]
COc1cc(C(=O)NCc2nnc(SCC(=O)Nc3nc4ccccc4s3)o2)cc(OC)c1OC | -1% | . | 2% | 2% | 6% | 4% | 1%
O=S(=O)(N/N=C1\CC(c2ccccc2)Oc2ccccc21)c1ccccc1 (stereo not drawn) | -9% | -34% | -37% | -5% | 6% | 6% | -7%[38.3 µM]
(further entries)
SMILES | aGlu spleen mod | HTT cytoprotect | HttQ103 aggreg | GAA glycogen | RGS12 GoLoco inh | GAA inh | IMPase Li cell
O=C(Cn1ncnn1)OCc1ccccc1Cl | -9% | -13%[10 µM] | 10% | 1% | 2% | -4% | 1%[38.3 µM]
CC(C)COC(=O)C(C#N)c1nc2ccccc2nc1N1CCN(Cc2ccc3c(c2)OCO3)CC1 (stereo not drawn) | 3% | -11% | 17% | -6% | . | 2% | .
COCC(=O)C(C(=O)OC)[C@H](CCc1ccccc1)NC(=O)OC (stereo partly drawn) | 7% | 19% | . | . | -3% | . | 12%
COc1ccc(/C=N/N=C/c2ccc(OC)c(O)c2)cc1O | -7% | -7% | 1% | -20% | 10% | 3% | -19%[38.3 µM]
O=C(CCc1ccccc1)NNc1cc(N2CCCCC2)nc(N2CCCCC2)n1 | 6% | -58%[inhibitor] | -24% | -16% | 16% | -7% | -3%
CCC(C)NCCCCOc1cc(C)cc(C(C)C)c1 (stereo not drawn) | -2% | 9%[10 µM] | ? | 4% | -1% | -11% | 12%
Cc1cccc(N(Cc2ccccc2)C(=O)CCl)c1 | -2% | . | ? | 22% | -2% | -3% | 11%
CCCOc1ccc(-c2nnn(CC(=O)N3CCC(C)CC3)n2)cc1 | -19% | -8% | -24% | 1% | 7% | -7% | -8%[38.3 µM]
CC(C)(C)NC(=S)Nc1cccc(C(F)(F)F)c1 | 1% | -61% | -29% | -12% | 14% | -15% | 7%
C[C@H](NC(=O)c1ccco1)C(=O)NCCc1ccc(S(N)(=O)=O)cc1 | 1% | 4%[10 µM] | 19%[9.22 µM] | 0% | 6% | . | .
O=C(Nc1ccc(Cl)c(Cl)c1)OCc1cccnc1 | 4% | 10%[10 µM] | ? | 2% | 15% | -10% | 28%[38.3 µM]
COC(=O)Nc1ccc(S(=O)(=O)N(CCO)CC(F)(F)C(F)F)cc1 | -1% | -21% | 15% | -3% | 2% | -6% | 1%[38.3 µM]
O=C(Nc1cccnc1)c1ccc2c(c1)C(=O)N(Cc1cccnc1)C2=O | -1% | -1% | 8% | -4% | 13% | 1% | 23%[38.3 µM]
CCOCCn1c(-c2ccccc2)nc2ccccc21 | -1% | -30%[10 µM] | -3%[9.22 µM] | -1% | 1% | . | .
Cc1ccc(C(=O)OCC(=O)c2c(N)n(C)c(=O)n(C)c2=O)cc1S(=O)(=O)N1CCCCC1 | -1% | 20%[10 µM] | 4% | -12% | 4% | -12% | 2%
CC(C(=O)NCC1(c2ccccc2)CCOCC1)N1CCOCC1 (stereo not drawn) | 3% | 8%[10 µM] | -5%[9.22 µM] | 4% | 3% | 5% | 3%
COC(=O)[C@]1(C)CCC[C@]2(C)c3ccc(C(C)C)cc3C(=O)CC12 (stereo partly drawn) | -2% | . | . | . | -9% | . | 1%
CC(C)(C)OC(=O)NCCCC[C@H](NC(=O)c1nc[nH]c1C(=O)NCc1ccccc1)C(=O)OC(C)(C)C | -9% | 12%[10 µM] | 11%[9.22 µM] | -26% | 2% | . | -2%
CC(=O)Nc1sc2c(c1C(c1ccccc1Cl)N1CCN(CCO)CC1)CCCC2 (stereo not drawn) | -5% | -19% | -9% | 6% | -3% | -2% | 20%
CCC(C(=O)c1ccc2ncccc2c1)c1ccccc1 (stereo not drawn) | -6% | 19%[10 µM] | -9% | 1% | 10% | 2% | 11%
C[C@@](N)(C(=O)O)[C@@H]1C[C@@H]1C(=O)O | -8% | -25% | . | . | 10% | . | -23%
Cc1ccc(OCC(=O)Nc2ccc(N3CCN(S(C)(=O)=O)CC3)cc2)c(C)c1 | 1% | 19%[10 µM] | 9%[9.22 µM] | 7% | 45%[activator] | 12% | -2%
CC(=O)OCC(=O)Nc1ccc(N=Nc2ccccc2)cc1 | -1% | -16%[10 µM] | 11% | -3% | 7% | -10% | -1%
CCOc1ccc(N2C(=O)CSC2c2ccncc2)cc1 (stereo not drawn) | 4% | 0%[10 µM] | 14% | 3% | 0% | 1% | 4%
CN(C)c1ccc2c(O)cc(=O)n(C)c2c1 | -4% | 5% | 6% | -28% | 8% | -2% | 3%[38.3 µM]

4 entries picked at random from the list so far:
SMILES | aGlu spleen mod | HTT cytoprotect | HttQ103 aggreg | GAA glycogen | RGS12 GoLoco inh | GAA inh | IMPase Li cell
Cc1ccc(C(=O)OCC(=O)c2c(N)n(C)c(=O)n(C)c2=O)cc1S(=O)(=O)N1CCCCC1 | -1% | 20%[10 µM] | 4% | -12% | 4% | -12% | 2%
CN(C)c1ccc2c(O)cc(=O)n(C)c2c1 | -4% | 5% | 6% | -28% | 8% | -2% | 3%[38.3 µM]
Cc1ccc(OCC(=O)Nc2ccc(N3CCN(S(C)(=O)=O)CC3)cc2)c(C)c1 | 1% | 19%[10 µM] | 9%[9.22 µM] | 7% | 45%[activator] | 12% | -2%
COC(=O)[C@]1(C)CCC[C@]2(C)c3ccc(C(C)C)cc3C(=O)CC12 (stereo partly drawn) | -2% | . | . | . | -9% | . | 1%

(cont.)
SMILES | aGlu spleen mod | HTT cytoprotect | HttQ103 aggreg | GAA glycogen | RGS12 GoLoco inh | GAA inh | IMPase Li cell
CCn1c(Cc2c(C)[nH]c3ccccc23)nnc1SCC(=O)NCc1ccco1 | 3% | 11%[1.9 µM] | -9% | 2% | 0% | -4% | 3%
Cc1ccc(NC(=O)CNc2ccc(N3CCOCC3)cc2)cc1S(=O)(=O)N(C)C | 10% | 14%[10 µM] | -4% | 7% | -4% | -13% | 8%
COc1ccc(Cl)cc1NC(=O)/C=C/C(=O)O | 0% | 3%[10 µM] | 10%[9.22 µM] | -5% | 10% | -6% | .
O=c1[nH]c2cc3c(cc2cc1CN(CCO)S(=O)(=O)c1ccccc1Cl)OCCO3 | 9% | -12% | 9% | 4% | 4% | 15% | 28%[38.3 µM]
O=[N+]([O-])c1cccc(C2=NCCS2)c1 | -5% | . | -13% | -6% | 2% | 2% | 4%
CCOC(=O)Cc1csc(NS(=O)(=O)c2ccc3c4c(cccc24)C(=O)N3CC)n1 | -5% | -5%[10 µM] | 19% | -16% | 7% | -6% | 5%[38.3 µM]
CCCCn1c(Cc2ccccc2)nnc1SCC(=O)N1CCOCC1 | 1% | -9%[1.9 µM] | -3% | 1% | -1% | 2% | -3%
CC1CCN(C(=S)Nc2ccc3nc4n(c(=O)c3c2)CCCCC4)CC1 | -5% | -9%[10 µM] | 9% | -20% | 3% | ? | 2%
